Screening data as filed in PubChem.
FBW7 activator: human FBW7 E3 ligase activation, primary screen; Q969H0; AlphaScreen FBW7–phospho-cyclin E peptide binding, activator screen; AID 1259310; normalized activity (activation), % at 26.1 µM; hit rate 0.13% among 650,000; in the data active means normalized activity above about 1.9%;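 further: purified mutant Fbw7 with reduced substrate affinity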
Target sequence (Q969H0 whole entry, looked up): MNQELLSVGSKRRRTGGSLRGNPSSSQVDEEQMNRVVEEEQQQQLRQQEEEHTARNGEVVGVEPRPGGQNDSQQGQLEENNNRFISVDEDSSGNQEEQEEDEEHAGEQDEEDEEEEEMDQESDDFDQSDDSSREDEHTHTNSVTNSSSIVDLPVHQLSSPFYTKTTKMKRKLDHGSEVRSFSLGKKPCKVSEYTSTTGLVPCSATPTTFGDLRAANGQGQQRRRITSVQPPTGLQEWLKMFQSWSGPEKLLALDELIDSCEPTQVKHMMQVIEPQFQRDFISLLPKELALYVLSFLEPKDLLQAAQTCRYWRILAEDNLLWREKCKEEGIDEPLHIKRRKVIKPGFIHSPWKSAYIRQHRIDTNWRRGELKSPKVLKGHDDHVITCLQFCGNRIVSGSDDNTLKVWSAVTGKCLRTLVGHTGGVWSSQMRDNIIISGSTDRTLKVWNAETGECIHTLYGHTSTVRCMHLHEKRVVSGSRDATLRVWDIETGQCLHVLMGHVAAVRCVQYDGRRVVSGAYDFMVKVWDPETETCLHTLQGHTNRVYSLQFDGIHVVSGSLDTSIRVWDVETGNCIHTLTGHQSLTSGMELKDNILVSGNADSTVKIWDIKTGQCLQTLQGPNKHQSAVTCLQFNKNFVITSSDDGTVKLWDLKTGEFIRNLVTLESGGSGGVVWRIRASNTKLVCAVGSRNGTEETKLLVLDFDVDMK
GPR151 activ: activates the human receptor GPR151. PathHunter beta-arrestin GPR151 cells, luminescence. activation, % at 11.2 µM. hit rate 1% among 650,000. AID 1508602; in the data active means activation above about 4.9%;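 further: 0% = median of compound wells and 100% = cells with positive control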
MITF inh: blocks human microphthalmia-associated transcription factor. O75030. inhibition, % at 2.6 µM. AlphaScreen MITF homodimerization, bead proximity signal. hit rate 0.91% among 650,000; in the data active means inhibition above about 50%;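 further: 0% = vehicle wells with protein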
TEAD-YAP block: TEAD-YAP interaction inhibition. HEK-TIYL cells, TEAD-Gal4/YAP UAS-luciferase luminescence. inhibition, % at 9.12 µM. hit rate 1.4% among 640,000; in the data active means inhibition above about 32%;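 further: 0% = median of test compound wells and 100% = reference inhibitor wells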
* hit, by the source's call; . = no result given.

canonical_smiles	FBW7 activator	GPR151 activ	MITF inh	TEAD-YAP block
COc1ccc(Nc2cc(C(=O)NCCCN3CCCC3)c3ccccc3n2)cc1	-0.1	0.4	-3	5
COc1cc(C2C(C(=O)OC(C)C)=C(C)NC3=C2C(=O)CCC3)cc(Br)c1O (configuration not stated)	0.5	-1.3	6	10
O=C(CSc1nnc2c(n1)[nH]c1ccc(F)cc12)Nc1ccccc1[N+](=O)[O-]	-0.2	-0.8	13	-5
O=C1CSC(c2cccnc2)N1c1ccc(Cl)cc1C(F)(F)F (configuration not stated)	-0.1	1.7	-9	-1
COc1ccc(C2CCN(CC(=O)NCc3ccc4c(c3)OCO4)CC2)cc1	-0.1	-0.2	11	-1
N#Cc1ccc(OCCOCCn2cncn2)cc1	0.1	0.1	18	0
Fc1ccc(-n2c(SCc3cccnc3)nnc2-c2ccncc2)cc1	-0.1	-0.2	-2	-9
O=C(O)COc1ccc(/C=N/NC(=O)c2cccc(Cl)c2)cc1	0.0	-3.3	-5	-32
O=C(CCc1ccccc1)NC(NCC12CC3CC(CC(C3)C1)C2)(C(F)(F)F)C(F)(F)F	-0.2	0.6	-4	9
O=C(CSc1ccc(Cl)cc1)N1CCCCC1	-0.2	-1.5	-13	-68
O=C(Oc1ccccc1N1C(=O)C2C3C=CC(C3)C2C1=O)c1cccs1 (configuration not stated)	0.5	-1.1	-11	-5
Cc1nc(SCC(N)=O)c2c3c(sc2n1)CC(C)CC3 (configuration not stated)	0.1	-0.2	-8	-2
COCCOC(=O)C1=C(C)NC(SCC(=O)Nc2cccc(Cl)c2C)=C(C#N)C1c1ccccc1Cl (configuration not stated)	0.0	-0.9	-4	-6
Cc1nc(N2CCCC2)c2sc3nc4c(cc3c2n1)COC(C)(C)C4	0.0	0.6	6	-3
COc1ccc(Cl)cc1-n1c(C)nc2cc(C(=O)NCC(OC)OC)ccc21	0.6	0.9	2	5
CC(OC(=O)CN1C(=O)c2cccc([N+](=O)[O-])c2C1=O)C(=O)Nc1ccc2c(c1)OCO2 (configuration not stated)	0.1	2.4	-2	1
O=C(CSc1nccn1-c1ccccc1)NCc1ccccc1	-0.1	-0.2	0	4
O=C1CSC(c2cccc(Br)c2)N1c1ccccc1 (configuration not stated)	0.2	-0.4	5	-2
O=C(c1ccccc1)c1c2nc[nH]c(=O)c2c2n1CCC2	0.0	-0.3	-3	3
Cc1nn(CC(=O)NCCCN2CCc3ccccc3C2)c(=O)c2cc3sccc3n12	-0.3	1.3	-1	-8
C=CCNC(=O)/C(=C/c1ccc(-c2ccc([N+](=O)[O-])cc2)o1)NC(=O)c1ccc(C)cc1	0.1	0.0	3	-10
N#C/C(C(=O)N1CCCCC1)=c1/s/c(=C/c2ccccn2)c(=O)n1-c1ccc(F)cc1	0.1	-0.2	-1	2
O=C1c2ccccc2SC(c2ccc([N+](=O)[O-])cc2)N1Cc1ccccc1 (configuration not stated)	0.8	-0.9	18	8
O=C(Nc1ccc(Cl)cc1)N1CCn2c(nc3ccccc32)C1	0.0	0.2	22	-5

Entries of single compounds, quoted from the list.
O=C(CCc1ccccc1)NC(NCC12CC3CC(CC(C3)C1)C2)(C(F)(F)F)C(F)(F)F is listed as FBW7 activator: -0.2; GPR151 activ: 0.6; MITF inh: -4; TEAD-YAP block: 9
CC(OC(=O)CN1C(=O)c2cccc([N+](=O)[O-])c2C1=O)C(=O)Nc1ccc2c(c1)OCO2 (configuration not stated) is listed as FBW7 activator: 0.1; GPR151 activ: 2.4; MITF inh: -2; TEAD-YAP block: 1

(further entries)
canonical_smiles	FBW7 activator	GPR151 activ	MITF inh	TEAD-YAP block
Cc1nc2cc(C(=O)NCCc3ccccc3)ccc2n1-c1cccc(Cl)c1	-0.2	-0.9	3	-37
CCOC(=O)c1c(NC(=O)CSc2nnc(CNC(=O)c3ccc(OC)cc3)n2-c2cc(C)ccc2C)sc2c1CCC2	-0.2	2.2	-3	1
Oc1oc(-c2ccc(Br)cc2)nc1C=Nc1cccc(C(F)(F)F)c1	0.0	-0.3	1	15
Oc1ccc(Cl)cc1C1=Nc2ccccc2N=C(c2cccs2)C1	0.4	-1.6	7	1
Nc1nonc1-c1nc2ccccc2n1CC(=O)N/N=C/c1ccc2c(c1)OCO2	0.0	-0.1	9	11
Oc1ccc(-c2csc(-c3ccccc3)n2)cc1O	0.0	-0.3	4	-15
CCC1=NN(C(=O)c2cccc(Br)c2)C(O)(c2ccncc2)C1 (configuration not stated)	0.0	-0.4	-8	-27
Cc1ccc(C2(c3ccc(C)cc3)C(=O)Nc3ncccc32)cc1	0.1	-0.6	14	2
C/C(=N/NC(=O)c1cncc(Br)c1)c1cccc([N+](=O)[O-])c1	-0.1	-0.6	1	1
CNc1cc(N2CCCC2)ccc1[N+](=O)[O-]	-0.3	-0.5	2	-2
COCCN(C(=O)Cc1cccs1)C(C(=O)NC1CCCC1)c1cccs1 (configuration not stated)	0.1	0.3	11	0
Cc1ccc(NC(=O)CCCc2nc(-c3cccc(C)c3)no2)cc1	-0.1	-1.3	-7	0
CCNC(=O)C/C(C)=N/NC(=O)COc1ccccc1C	0.7	-1.5	13	-6
Cc1onc(-c2ccccc2)c1C(=O)Nc1sc2c(c1C#N)CCC(C)C2 (configuration not stated)	0.0	0.4	11	10
O=C(NNC(=O)C12CC3CC(CC(C3)C1)C2)c1cnccn1	-0.4	-0.7	-5	-3
Cc1c(C(=O)Nc2ccccc2F)oc2ccccc12	0.0	-0.8	1	-67
CSCC[C@H](NC(=O)[C@@H](N)Cc1ccc(O)cc1)C(=O)N1CCC[C@H]1C(=O)N[C@@H](CCCNC(=N)N)C(=O)N[C@H](C(=O)N[C@@H](CCCNC(=N)N)C(=O)N[C@@H](CO)C(=O)N[C@H](C(=O)N[C@H](C(=O)N[C@@H](CCC(N)=O)C(=O)N[C@@H](C)C(=O)N[C@@H](CCCNC(=N)N)C(=O)N[C@@H](CC(=O)O)C(=O)N[C@@H](C)C(=O)N[C@@H](CCC(=O)O)C(=O)N1CCC[C@H]1C(=O)N[C@@H](CCC(=O)O)C(=O)N[C@@H](C)C(=O)N[C@@H](CC(=O)O)C(=O)N[C@@H](C)C(=O)N[C@@H](CCC(=O)O)C(=O)N1CCC[C@H]1C(=O)N[C@H](C(=O)N[C@@H](C)C(=O)N[C@@H](CC(=O)O)C(=O)N[C@@H](CCC(=O)O)C(=O)N[C@@H](C)C(=O)N[C@@H](CC(=O)O)C(=O)N[C@@H](CCC(=O)O)C(=O)N[C@H](C(=O)N[C@@H](CCC(=O)O)C(=O)N[C@@H](CCC(N)=O)C(=O)N[C@@H](CCCCN)C(=O)N[C@@H](CCC(N)=O)C(=O)N[C@@H](CC(C)C)C(=O)N[C@@H](CCC(N)=O)C(=O)O)C(C)C)C(C)C)C(C)C)C(C)C)C(C)C	-0.1	-1.3	6	.
COc1ccc(-c2n[nH]c(C)c2-c2ccccc2)c(O)c1OC	-0.3	-0.1	1	3
CCn1cnc2sc(C(=O)Nc3nc4ccccc4s3)c(C)c2c1=O	0.1	-1.4	7	22
CCOC(=O)C1=C(N)N(c2ccc(Cl)cc2)C2=C(C(=O)CCC2)C1c1ccc(OC)cc1 (configuration not stated)	-0.2	2.0	1	-1
c1ccc2c(c1)ncn2CCN1CCOCC1	-0.1	-1.2	-5	10
CN(CCO)c1cc(Sc2nc3ccccc3o2)c2nonc2c1[N+](=O)[O-]	0.0	-1.5	-3	2
COc1ccc(C2/C(=C(/O)c3ccc(C)cc3)C(=O)C(=O)N2CCCn2ccnc2)cc1OC (configuration not stated)	0.0	0.1	0	5
O=C(CSc1ncccc1C(=O)N1CCN(c2ccccc2)CC1)Nc1ccc(Br)cc1	0.0	0.3	3	-52
COCCNC(=S)N/N=C(\C)c1ccc(-n2ccnc2)cc1	-0.6	0.8	-11	1
O=C(CCC1CCCN(C(=O)C2CCCCC2)C1)N1CCN(c2ccccn2)CC1 (configuration not stated)	0.8	0.8	-8	7
COc1ccc(-c2nnn(CC#N)n2)cc1OC	0.0	0.0	2	5
CCOc1ccc2nc(SCC(=O)NCc3ccc(OC)cc3)sc2c1	0.0	-0.8	5	-1
Cc1cc(C)c(S(=O)(=O)N2CC(C)CC(C)C2)c(C)c1 (configuration not stated)	0.0	0.1	-4	4
COc1cccc(-c2nc(CS(=O)(=O)CC(=O)Nc3ccc(C)cc3C)c(C)o2)c1	-0.1	-0.9	27	5
O=S(=O)(NCC1(O)CCCC1)c1ccccc1Br	0.5	-2.9	15	-10
CCC(C(=O)NC(C)(C)C)N(C(=O)Cn1nnc(-c2ccc(C)o2)n1)c1ccccc1 (configuration not stated)	0.0	0.3	-7	9
CC1CCN(Cc2nnnn2CCCC(=O)NCC(C)Oc2cccnc2)CC1 (configuration not stated)	0.0	-1.7	2	-14
CC(C)Oc1ccc(C(=O)N2CCN=C2SCc2cccnc2)cc1	-0.1	-0.4	12	-3
COCCNC(=S)NNC(=O)COc1ccc(C(C)(C)c2ccccc2)cc1	-0.1	0.3	-5	6
OCCNc1nc(NC2CCCC2)nc2c1cnn2-c1ccc(F)cc1	0.0	1.7	2	-8
COc1ccc2c(c1OC)C(=O)N1N=C(c3ccc(Br)cc3)CC21 (configuration not stated)	0.0	1.5	20	-2
CCOc1ccc(CCNC2=C(NC(C)=O)C(=O)c3ccccc3C2=O)cc1OCC	-0.1	-0.8	9	24
COCCn1nnnc1C(c1ccccc1Cl)N1CCC(C(N)=O)CC1 (configuration not stated)	0.1	2.1	-9	4
COc1ccc(NC(=O)c2cc3cc4cc(OC)ccc4nc3o2)c(OC)c1	-0.1	0.0	-3	-15
O=C(Cn1ccc(C(F)(F)F)n1)N/N=C/c1ccc(O)c(O)c1O	-1.2	0.2	65*	0
N#Cc1c(N2CCN(C(=O)Nc3ccc(Cl)c(Cl)c3)CC2)nc(-c2ccco2)c2c1CCCC2	-0.2	-0.3	7	-8
COc1cc(OC)c2c(C)c(Cl)c(=O)oc2c1	0.1	-0.6	2	7
COc1cccc(COC(=O)Nc2ccc(-c3cn[nH]c3)cc2N(C)CCN(C)C)c1	1.0	-1.4	68*	-16
O=C(O)c1c2c(nc3ccccc13)CCN(C(=O)c1cccc(C(F)(F)F)c1)C2	-0.1	0.0	8	2
CCCCOC(=O)c1ccc(OC(=O)c2sc3ncn(Cc4ccccc4F)c(=O)c3c2C)cc1	0.1	2.5	11	6
CC(C)c1nc2sc3c(NCCCO)ncnc3c2c2c1COC(C)(C)C2	-0.1	1.3	9	-78
CC(NC(=O)CCl)c1ccc(F)cc1F (configuration not stated)	-0.1	5.2*	3	17

The closing 2 entries of the part before open the next one.
| SMILES | FBW7 activator | GPR151 activ | MITF inh | TEAD-YAP block |
| --- | --- | --- | --- | --- |
| CC(C)c1nc2sc3c(NCCCO)ncnc3c2c2c1COC(C)(C)C2 | -0.1 | 1.3 | 9 | -78 |
| CC(NC(=O)CCl)c1ccc(F)cc1F (configuration not stated) | -0.1 | 5.2* | 3 | 17 |
| COc1cc(/C=C(\C#N)c2nc3ccc(C)cc3[nH]2)ccc1OCC(=O)O | 0.7 | 0.1 | 15 | -12 |
| COc1ccc(/C=C(\C#N)c2nc(-c3cc4cc(Br)ccc4oc3=O)cs2)cc1 | 0.1 | -0.2 | 24 | 6 |
| CCC(C)(C)NC(=O)C1CCC(CNS(=O)(=O)c2cccc3cccnc23)CC1 (configuration not stated) | 0.1 | -1.4 | 22 | -8 |
| O=c1[nH]c(SCc2cccc(Cl)c2)nc2nc[nH]c12 | 0.1 | 0.6 | 23 | 4 |
| COCCn1c(O)c(/C=N/c2c(C#N)c(C)c(C)n2C2CCCCC2)c(=O)[nH]c1=S | 0.1 | 1.0 | -3 | 6 |
| COC(=O)c1cc(NC(=O)c2c(OC)cccc2OC)cc(C(=O)OC)c1 | -0.2 | 0.9 | -10 | 0 |
| Nc1cccc(Nc2ncnc3ccccc23)c1 | -0.1 | -1.0 | -13 | -13 |
| CC(=O)Nc1nc(-c2ccc(Cl)cc2)c(C)s1 | 0.1 | 0.2 | -3 | -11 |
| COCCn1c(SCC(=O)NCCc2ccccc2)nnc1-c1c[nH]c2ccccc12 | 0.1 | 0.2 | 13 | -3 |
| COC(CCCNC(CC(C[Si](C)(C)C)=C(C)C)C(C)C)OC (configuration not stated) | -0.1 | 0.1 | 36 | -2 |
| CCCCOc1ccc(C2C3=C(CC(C)(C)CC3=O)Nc3ccccc3N2C(C)=O)cc1 (configuration not stated) | -0.1 | 1.1 | 8 | 8 |
| CCN(CC)S(=O)(=O)c1ccc(C2=N/C(=C\c3ccc(F)cc3F)C(=O)O2)cc1 | -0.2 | -0.5 | -10 | 10 |
| CC(=O)n1c(=O)oc2cc(Cl)ccc21 | 0.3 | -0.5 | -2 | -13 |
| COC(=O)c1ccc(CSc2nnc(/N=C/c3ccc(N(C)C)cc3)s2)cc1 | 0.0 | 0.2 | 0 | -7 |
| Cc1ccccc1NC(=O)N1CCC(C(N)=O)CC1 | 0.7 | -1.2 | 7 | 6 |
| CCn1c(=O)n(CC(=O)Nc2ccc(F)cc2F)c(=O)c2ccccc21 | -0.1 | 1.2 | 5 | 12 |
| Cc1ccc(CN2CCN(/N=C/c3ccc(O)c(O)c3)CC2)cc1 | -0.5 | 1.0 | 55* | 6 |
| O=C(NC(=S)NCCC1=CCCCC1)c1cccnc1 | -0.2 | -0.1 | -2 | -4 |
| O=C(Nc1cccc(O)c1)c1cc(-c2ccc(O)cc2)on1 | 0.1 | -2.7 | 5 | 65* |
